Screens (PubChem)
N-glyco inh – blocks N-linked glycosylation in D54 reporter cells | reporter increase, % at 12.5 µM | actives 0.23% (n = 360,000) | AID 588692 | D54 ERlucT glycosylation luciferase reporter, 24 h; percent of 100 nM tunicamycin response;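 active = mean luciferase reporter signal, scaled so untreated is 0 and the glycosylation-blocking control 100, at or above a set limit in every replicate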;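 note: luciferase carries N-glycosylation sites so blocking glycosylation raises the light; 0% = median of neutral control wells and 100% = median of 100 nM tunicamycin wells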
aDG glyco act – increases alpha dystroglycan glycosylation; actives 0.22% (n = 360,000); activation, % at 10 µM; AID 624168; Pro5-aDG cells, alpha-DG glycosylation AlphaScreen (IIH6); 0% Pro5, 100% B10-LARGE cell signal;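 active = activation of at least 8% versus controls, or a plate z-score of at least 8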;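 note: Pro5 are CHO cells carrying HIG-tagged alpha-DG that lacks glycosylation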
ABCB6 inh MLPCN – blocks the human ABCB6 transporter; actives 0.19% (n = 360,000); fluorescence ratio to DMSO, % at 10 µM; K562-ABCB6 porphyrin accumulation, flow cytometry, 1 h; hits give low values; Q9NP58; AID 602162;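 active = fluorescence ratio to DMSO below 75%, the collection mean minus 3 SD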;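 note: signal is porphyrin accumulated inside mitochondria; 100% equals median channel fluorescence of DMSO control wells; lower ratio means ABCB6 inhibition with less porphyrin fluorescence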
MC4R antagonist – blocks human MC4R cAMP signaling | inhibition, % at 6.5 µM | actives 0.48% (n = 360,000) | P32245 | MC4R-expressing cells, MTII-stimulated cAMP, LANCE TR-FRET;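 active = inhibition above its plate's cutoff, the mean of tested wells on that plate plus 3 SD, cut at about 29% in these data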;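 note: 0% = Melanotan II alone and 100% = Melanotan II plus saturating MCL0020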
Target sequence (P32245 whole entry, looked up): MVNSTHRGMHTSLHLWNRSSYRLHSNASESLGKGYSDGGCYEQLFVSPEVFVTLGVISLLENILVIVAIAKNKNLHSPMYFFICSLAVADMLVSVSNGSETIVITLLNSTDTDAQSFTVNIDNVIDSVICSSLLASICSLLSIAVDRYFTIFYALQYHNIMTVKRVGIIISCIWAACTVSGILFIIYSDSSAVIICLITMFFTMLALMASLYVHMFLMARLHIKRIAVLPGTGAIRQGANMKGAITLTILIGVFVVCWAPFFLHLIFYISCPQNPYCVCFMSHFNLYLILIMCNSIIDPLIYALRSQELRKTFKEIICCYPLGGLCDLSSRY
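Assay system: human MC4R-expressing U2OS cells; reagent: Melanotan II stimulation of cells; dosing: 6.5 µM single dose; timing: compound 30 min, challenge 1 h, detection 1 h; signal: TR-FRET cAMP assay; replicates: one well per compound, no replicates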
MC4R barr agon – human MC4R agonism via beta-arrestin; P32245; U2OS MC4R beta-arrestin complementation, luminescence; percent of melanotan II response, DMSO zero; activation, % at 8.9 µM; actives 0.98% (n = 360,000); AID 540308;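 active = activation above a per-plate cutoff, the mean activation of sample wells on that plate plus 3 SD, cut at about 8% in these data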
Granule exo inh – lytic granule exocytosis inhibition; TALL-104 LAMP-1 surface exposure, flow cytometry; cells stimulated with thapsigargin and PMA; inhibition, % at 10 µM; actives 0.66% (n = 360,000); AID 651702;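 active = inhibition above about 55%, limit read from the data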
Vif inh – blocks HIV Vif function. inhibition, % at 7.49 µM. actives 0.35% (n = 340,000). HEK293T cells, Vif self-association by quenched fluorescence, imaging, 24 h; in the data active = inhibition above about 50%, passing the limit was not always enough; note: some results filed as inactive read as strong as hits
TLR9-MyD88 inh – inhibitors of human TLR9-MyD88 binding | actives 0.21% (n = 340,000) | Q9NR96+Q99836 | CHO BLA complementation TLR9-MyD88, CCF4 FRET ratio | AID 504734 | inhibition, % at 4.98 µM;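 active = inhibition above the mean over all tested compounds plus 3 SD, cut at about 21% in these data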;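 note: 0% = DMSO only wells and 100% = clavulanate BLA inhibitor control wells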
ABHD5-PLIN5 inh – blocks binding of human ABHD5 to perilipin-5; Q00G26+Q8WTS1; Split G. princeps luciferase complementation, luminescence, 4 h; inhibition, % at 4 µM; actives 0.78% (n = 360,000);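 active = inhibition above the mean inhibition across every tested compound plus 3 SD, cut at about 22% in these data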;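 note: 0% = DMSO only wells and the 100% control is not disclosed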
NOD2-RIPK2 inh – blocks binding of human NOD2 to RIPK2; actives 0.38% (n = 360,000); AID 624267; inhibition, % at 4.98 µM; CHO BLA complementation NOD2-RIPK2, CCF4 ratio; O43353; in the data active = inhibition above about 21%;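 note: 0% = vehicle only and 100% = reference blocker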
Target sequence (O43353 whole entry, looked up): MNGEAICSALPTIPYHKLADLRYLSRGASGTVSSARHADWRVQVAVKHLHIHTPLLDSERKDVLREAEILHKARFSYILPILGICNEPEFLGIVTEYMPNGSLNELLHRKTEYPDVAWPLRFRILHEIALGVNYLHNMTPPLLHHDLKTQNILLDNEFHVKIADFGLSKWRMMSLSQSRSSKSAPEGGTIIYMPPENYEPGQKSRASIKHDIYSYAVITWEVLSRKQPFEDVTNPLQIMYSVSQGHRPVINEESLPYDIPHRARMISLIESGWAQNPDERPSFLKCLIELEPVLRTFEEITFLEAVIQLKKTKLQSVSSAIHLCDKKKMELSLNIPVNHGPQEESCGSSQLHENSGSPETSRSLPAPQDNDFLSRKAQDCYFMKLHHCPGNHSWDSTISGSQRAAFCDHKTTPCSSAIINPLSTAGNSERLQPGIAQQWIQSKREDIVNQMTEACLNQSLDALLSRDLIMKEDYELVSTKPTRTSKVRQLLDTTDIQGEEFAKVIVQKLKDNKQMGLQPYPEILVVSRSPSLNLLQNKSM
Starred values were filed as active, the others as inactive; / = no result given. Some of the compounds tested. The share of hits here may be higher or lower than overall.

SMILES | N-glyco inh | aDG glyco act | ABCB6 inh MLPCN | MC4R antagonist | MC4R barr agon | Granule exo inh | Vif inh | TLR9-MyD88 inh | ABHD5-PLIN5 inh | NOD2-RIPK2 inh
O=C(Cn1ccc([N+](=O)[O-])n1)Nc1nc2ccccc2s1 | 0 | 0.0 | 97 | 6 | -1.1 | 1 | 3 | 3 | -1 | -3
COc1cccc(CN(C(=O)Cn2nnc(-c3ccccc3F)n2)C(C(=O)NC(C)(C)C)c2ccncc2)c1 (stereo not given) | -2 | 0.3 | 106 | 26 | -0.8 | -3 | -2 | -5 | 4 | -4
CCCN(CCO)Cc1cccc(Oc2ccccc2)c1 | 0 | 0.1 | 95 | 0 | -2.0 | -6 | -15 | -1 | -3 | 3
S=C1CCSc2ccc(Cl)cc2N1 | -3 | 0.1 | 79 | -3 | -1.9 | 4 | 10 | -9 | 5 | -4
Fc1ccc(Br)cc1/C=N/n1cnnc1 | 0 | -0.1 | 105 | -11 | -0.6 | -2 | 10 | 1 | -2 | -7
CC(C)(C)OC(=O)C[C@H]1C/C=C\C[C@@H](CC(=O)N[C@@H](CO)Cc2ccccc2)C(=O)N2CCC[C@H]2COC1=O | 1 | -0.1 | 100 | 8 | -1.3 | 0 | 0 | 8 | 2 | -4
CN(C(=O)c1ccncc1)c1nnc(-c2cccnc2)s1 | 1 | 0.1 | 99 | 1 | -2.0 | 2 | 3 | 5 | -1 | -16
CC(C)CC1NC(=O)N(CCCCN2C(=O)c3ccccc3C2=O)C1=O (stereo not given) | 3 | 0.2 | 92 | 0 | -3.1 | -5 | -12 | 6 | 5 | -4
Cc1ccc(-c2ccc(SCC(=O)NC3CCCC3)nn2)cc1 | -1 | 0.0 | 96 | -1 | -0.4 | 11 | -9 | 7 | 4 | 8
CCOc1ccc(C(=O)NC2CCN(C(=S)Nc3ccccc3C)CC2)cc1 | 0 | 0.0 | 94 | 13 | 2.3 | -2 | -3 | -6 | 2 | -8
CC(=O)OC[C@@H]1CN(Cc2ccccc2)C[C@H](n2ccc3c(N)ncnc32)O1 | -1 | -0.3 | 97 | 1 | 1.8 | 8 | 9 | / | 3 | 5
CCC1(c2ccc(Cl)cc2)NC(=O)N(CC(=O)NC2CCCC(C)C2C)C1=O (stereo not given) | 9 | 0.8 | 92 | 21 | -1.3 | -5 | -14 | 6 | -5 | 7
O=C(Nc1ccccc1)Nc1nncs1 | 0 | 0.5 | 94 | 1 | 0.7 | -1 | -4 | 9 | -2 | 7
COc1cccc(C(=O)NNS(=O)(=O)c2ccc(F)cc2)c1 | 1 | -0.1 | 107 | 3 | -0.7 | -1 | -7 | 1 | 1 | 14
C[C@H](NC(=O)C1CCN(S(=O)(=O)c2ccccc2)CC1)C(=O)NCc1ccc(Cl)c(Cl)c1 | 3 | -0.1 | 87 | 6 | -3.1 | 0 | 5 | 6 | -10 | -2
Cc1ccc(-c2nc(=S)c3c(n2CCN2CCOCC2)CC(C)(C)OC3)cc1 | 1 | 0.0 | 101 | -8 | -2.4 | 5 | -7 | -12 | -2 | -9
CC(=O)c1ccc(NC(=O)CCCN2C(=O)COc3ccc(C)cc32)cc1 | -2 | 0.2 | 100 | 12 | -2.9 | -4 | 6 | -3 | 0 | -8
C/C(CC(=O)NCCc1ccccc1)=N\NC(=O)COc1ccc(Br)cc1 | 0 | -0.1 | 100 | 1 | 0.6 | 4 | -3 | 1 | -1 | -10
CC(Oc1ccccc1)C(=O)Nc1cccc(F)c1 (stereo not given) | 1 | -0.4 | 100 | 1 | -0.6 | -2 | -3 | 4 | 5 | -6
CCc1cc[n+](-c2nc3ccccc3nc2C(=C=[N-])C#N)cc1 | 1 | -0.2 | 98 | -2 | 0.7 | -1 | 19 | 3 | 8 | -1
C/C(Cc1ccccc1)=N\NC(=O)c1cc(C(C)(C)C)[nH]n1 | 2 | -0.1 | 86 | -6 | -3.1 | 1 | 25 | 4 | -2 | -12
Cc1cc(O)ccc1N1C(=O)c2cccc3cc([N+](=O)[O-])cc(c23)C1=O | 1 | -0.2 | 105 | 1 | 0.5 | 4 | 17 | -4 | 6 | 1
Cc1cc(C(F)(F)F)nn1CC(=O)NNC(=S)Nc1cccc(Cl)c1 | -1 | 0.4 | 106 | 14 | -1.3 | 0 | -1 | -15 | 0 | 1
Cc1ccc2nc(-c3ccc4c(c3)OCCO4)cn2c1 | -19 | 0.0 | 101 | -8 | -0.8 | 18 | 2 | -5 | 0 | 3
C[C@H]1CN([C@@H](C)CO)C(=O)c2cc(Br)cnc2O[C@@H]1CN(C)S(=O)(=O)c1cn(C)cn1 | 2 | 0.4 | 98 | 4 | -0.5 | 1 | -2 | 6 | 1 | 4
COc1ccc(N2CCN(S(=O)(=O)c3c(C(=O)N4CCOCC4)c(C)n(C)c3C)CC2)cc1 | 1 | -0.2 | 105 | 7 | -1.5 | 0 | -1 | -10 | -3 | 0
COc1ccc(-n2c(C)cc(C(=O)CN3CCC(C)CC3)c2C)cc1 | -2 | 0.5 | 101 | 5 | -0.4 | 2 | -10 | -4 | 3 | -9
Cc1nnc(SCCOc2ccccc2)s1 | 0 | -0.4 | 97 | 3 | 0.7 | -3 | 4 | -9 | -4 | -2
CCN(C(=O)CSc1ncnc2sc(C)c(C)c12)C1CCS(=O)(=O)C1 (stereo not given) | -1 | 0.3 | 93 | 0 | -2.1 | 1 | -6 | 2 | 1 | -2
O=C(COC(=O)Cc1ccccc1F)Nc1ccc2[nH]c(=O)[nH]c2c1 | 2 | -0.2 | 102 | 9 | -5.2 | -14 | 15 | -4 | -2 | -7
NS(=O)(=O)c1cccc(NC(=O)COC(=O)C2CCCCC2)c1 | 2 | 0.3 | 103 | 11 | -1.0 | -3 | 18 | -8 | 0 | 0
Cn1c(CCNC(=O)c2ccccc2)nc2cc(NC(=O)c3ccco3)ccc21 | 1 | 0.0 | 100 | -4 | 0.7 | 9 | 0 | 7 | 11 | -4
CC(C)n1nc(C(=O)OCC(=O)N(C)C2CCS(=O)(=O)C2)c2ccccc2c1=O (stereo not given) | 3 | -0.1 | 99 | -2 | -2.6 | 4 | 0 | -3 | -1 | 4
CC1=NN(C(=O)c2ccc(Cn3ccc([N+](=O)[O-])n3)cc2)C(O)(C(F)(F)F)C1 (stereo not given) | 0 | 0.1 | 95 | 10 | 0.6 | -3 | -10 | -3 | 1 | 4
O=C(CSc1ncccn1)NN=C1CCCCCCC1 | 1 | -0.3 | 99 | 0 | -1.1 | -4 | 13 | -1 | -3 | 3
CCOC(=O)Cn1c(=NC(=O)CSC(C)=O)sc2ccccc21 | 3 | -0.1 | 102 | 15 | -0.8 | 2 | 0 | 7 | -17 | 2
Cc1ccc(C(=O)N/N=C\C=C\c2ccccc2[N+](=O)[O-])cn1 | 0 | 1.0 | 133 | -11 | 4.3 | 6 | 0 | -8 | 14 | 8
COc1cc(NC(=O)c2cc(Cl)ccc2Cl)ccc1-c1cc2ccccc2oc1=O | -1 | -0.1 | 106 | -2 | 14* | 5 | -1 | -2 | -9 | -9
Cc1nn(-c2ncc(C(F)(F)F)cc2Cl)c(=O)n1-c1cccc(F)c1 | 2 | -0.1 | 101 | 1 | -1.0 | 0 | -7 | -16 | -3 | -2
CCOC(=O)COc1ccc(Br)cc1/C=C1\SC(N)=NC1=O | 1 | -0.1 | 99 | 2 | -2.1 | 9 | -4 | 9 | 3 | -5
CC1CCCCC12NC(=O)N(CC(=O)Nc1ccc3c(c1)OCO3)C2=O (stereo not given) | 0 | 0.0 | 101 | 6 | -3.3 | -21 | 5 | 2 | -3 | -4
Cc1cc(N2C(=O)C(O)=C(C(=O)c3ccc(C)o3)C2c2cccs2)no1 (stereo not given) | 0 | 0.5 | 130 | 15 | -0.3 | -3 | -4 | -6 | 3 | -2
COc1ccccc1NS(=O)(=O)c1ccc(C(=O)N2CCCCCC2)cc1 | -1 | 0.2 | 92 | 7 | 0.0 | 0 | -3 | 5 | 3 | -15
Cc1cc(C(=O)N2CCN(c3ccc(C(F)(F)F)cn3)CC2)c(C)o1 | 2 | 0.1 | 97 | 12 | 0.7 | -4 | 0 | 2 | 6 | -5
CCCNC(=O)C1(C)CCCN(CC(=O)c2ccccc2OC)C1 (stereo not given) | 0 | -0.2 | 102 | 2 | -1.7 | 11 | -5 | / | -7 | 1
Cc1nnc(SCC(=O)N2CCc3ccccc3C2)n1-c1ccccc1 | 2 | -0.1 | 84 | 7 | 0.0 | -2 | 3 | 4 | 7 | 0
CN(C(=O)Cn1cc(C(F)(F)F)cc(Cl)c1=O)C1CCS(=O)(=O)C1 (stereo not given) | 4 | -0.1 | 97 | 11 | -4.3 | -3 | -2 | 1 | -5 | -6
COc1ccc(NC(=O)CSc2ncc(-c3ccc(F)cc3)n2Cc2ccco2)cc1 | -4 | 1.2 | 93 | 5 | 0.2 | -1 | -2 | -2 | -1 | -9
COCCN(C(=O)CCc1nnc(Cc2c[nH]c3ccccc23)o1)C(C)C | 1 | 0.0 | 99 | -1 | -2.3 | -3 | 4 | -5 | 0 | -6
O=S(=O)(N1CCCCC1)N1CCN(c2ccccc2F)CC1 | 0 | 0.0 | 92 | -6 | 1.6 | 0 | -2 | 8 | 4 | 0

Quoted from above for reference:
SMILES | N-glyco inh | aDG glyco act | ABCB6 inh MLPCN | MC4R antagonist | MC4R barr agon | Granule exo inh | Vif inh | TLR9-MyD88 inh | ABHD5-PLIN5 inh | NOD2-RIPK2 inh
CC1CCCCC12NC(=O)N(CC(=O)Nc1ccc3c(c1)OCO3)C2=O (stereo not given) | 0 | 0.0 | 101 | 6 | -3.3 | -21 | 5 | 2 | -3 | -4
Cc1cc(N2C(=O)C(O)=C(C(=O)c3ccc(C)o3)C2c2cccs2)no1 (stereo not given) | 0 | 0.5 | 130 | 15 | -0.3 | -3 | -4 | -6 | 3 | -2

Structures above containing a Cl atom:
SMILES | N-glyco inh | aDG glyco act | ABCB6 inh MLPCN | MC4R antagonist | MC4R barr agon | Granule exo inh | Vif inh | TLR9-MyD88 inh | ABHD5-PLIN5 inh | NOD2-RIPK2 inh
S=C1CCSc2ccc(Cl)cc2N1 | -3 | 0.1 | 79 | -3 | -1.9 | 4 | 10 | -9 | 5 | -4
CCC1(c2ccc(Cl)cc2)NC(=O)N(CC(=O)NC2CCCC(C)C2C)C1=O (stereo not given) | 9 | 0.8 | 92 | 21 | -1.3 | -5 | -14 | 6 | -5 | 7
C[C@H](NC(=O)C1CCN(S(=O)(=O)c2ccccc2)CC1)C(=O)NCc1ccc(Cl)c(Cl)c1 | 3 | -0.1 | 87 | 6 | -3.1 | 0 | 5 | 6 | -10 | -2
Cc1cc(C(F)(F)F)nn1CC(=O)NNC(=S)Nc1cccc(Cl)c1 | -1 | 0.4 | 106 | 14 | -1.3 | 0 | -1 | -15 | 0 | 1
COc1cc(NC(=O)c2cc(Cl)ccc2Cl)ccc1-c1cc2ccccc2oc1=O | -1 | -0.1 | 106 | -2 | 14* | 5 | -1 | -2 | -9 | -9
Cc1nn(-c2ncc(C(F)(F)F)cc2Cl)c(=O)n1-c1cccc(F)c1 | 2 | -0.1 | 101 | 1 | -1.0 | 0 | -7 | -16 | -3 | -2
CN(C(=O)Cn1cc(C(F)(F)F)cc(Cl)c1=O)C1CCS(=O)(=O)C1 (stereo not given) | 4 | -0.1 | 97 | 11 | -4.3 | -3 | -2 | 1 | -5 | -6
